West Nile antiviral – West Nile virus antiviral activity, cell-based, CPE readout (AID 1621) | CPE inhibition, % at 10 µM, or IC50 in µM where a hit was titrated | 290,000 tested, 0.02% active | West Nile virus-infected cells, CPE inhibition; higher % means a stronger effect; in the data active = a potency from the dose series; also: strong numbers were not always called active
KOR beta-arrestin-1 – KOR agonists, beta-arrestin recruitment, primary screen, cell-based, luminescence, uHTS (AID 1777) | Kappa-type opioid receptor (Homo sapiens) | 280,000 tested, 0.02% active | activation, % at 10 µM, or EC50 in µM where a hit was titrated | KOR beta-arrestin recruitment, luminescence; higher % means a stronger effect; in the data active = activation above about 50%, passing the limit was not always enough; also: a part of the inactive calls stands beside numbers as strong as those of hits
NOD1 inhibition – NOD1 signaling inhibitors, primary screen, cell-based, luminescence, uHTS (AID 1578) | NOD1-driven NF-kB luciferase reporter cells, luminescence; higher % means a stronger effect | inhibition, % at 4 µM; hits with a dose series show EC50 in µM | 290,000 tested, 1% active; in the data active = inhibition mostly above about 36%, no sharp cut-off; inactive = mostly below about 34%;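 also: HEK-293T reporter cells stimulated with the NOD1 agonist gamma-tri-DAP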
GPR55 beta-arrestin – GPR55 agonists via beta-arrestin recruitment, primary screen, imaging, U2OS cells, beta-arrestin-GFP redistribution (AID 1961); one-dose activation, % at 10 µM; EC50 in µM for titrated hits; U2OS GPR55 beta-arrestin-GFP redistribution imaging; higher % means a stronger effect; G-protein coupled receptor 55 (Homo sapiens); 290,000 tested, 0.048% active;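 active = activation above 40% with more than 50 cells counted in the well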;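 also: U2OS osteosarcoma cells stably expressing GPR55 and beta-arrestin-GFP; plate controls were DMSO negative control for no effect and LPI positive control for full effect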
GPR55 LPI antagonism – GPR55 antagonists blocking LPI-driven arrestin recruitment, primary screen, imaging, U2OS, beta-arrestin-GFP, LPI agonist (AID 2013); 290,000 tested, 0.13% active; U2OS GPR55 beta-arrestin-GFP translocation imaging, LPI antagonism; higher % means a stronger effect; G-protein coupled receptor 55 (Homo sapiens); inhibition, % at 10 µM, or IC50 in µM where a hit was titrated;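 active = spots per cell inhibited over 60%, with over 100 cells counted and total cytoplasm intensity under 500,000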;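 also: U2OS cells stably carrying GPR55 and arrestin-GFP stimulated by 5 µM LPI near EC80; imaged beta-arrestin-GFP aggregate spots per cell after agonist stimulation; plate controls were LPI-stimulated DMSO wells for no effect and DMSO wells without LPI for full effect; some results filed as inactive read as strong as hits; confirmed hits need IC50 under 10 µM and bright autofluorescent wells are also inconclusive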
GPR35 arrestin U2OS – GPR35 antagonists blocking zaprinast-driven arrestin recruitment, primary screen, imaging, U2OS, beta-arrestin-GFP, zaprinast agonist (AID 2058); G-protein coupled receptor 35 (Homo sapiens); 290,000 tested, 0.052% active; U2OS GPR35 beta-arrestin-GFP translocation imaging, zaprinast antagonism; higher % means a stronger effect; inhibition, % at 10 µM; hits with a dose series show IC50 in µM;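 active = inhibition of at least 50% with at least 30 cells and total cytoplasm GFP at most 10,000,000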
HIV peptide binding – inhibitors of HIV fusion peptide binding, primary screen, biochemical, uHTS, fluorescence dequenching (AID 1986); cell-free peptide binding, fluorescence dequenching, 30 min; higher % means a stronger effect; one-dose inhibition, % at 20 µM; IC50 in µM for titrated hits; 290,000 tested, 0.3% active; in the data active = inhibition mostly above about 52%, no sharp cut-off; inactive = mostly below about 76%; also: some results filed as inactive read as strong as hits
Dengue-2 NS5 capping – Dengue-2 NS5 methyltransferase inhibitors, primary screen, biochemical, confirmation dose response (AID 588689); Genome polyprotein (Dengue virus type 2 (strain 16681-PDK53)); Dengue-2 NS5 methyltransferase capping enzyme assay, biochemical; higher % means a stronger effect; one-dose inhibition, % at 25 µM; IC50 in µM for titrated hits; 340,000 tested, 0.3% active; in the data active = a potency from the dose series
KOR beta-arrestin-2 – KOR antagonists, beta-arrestin recruitment, cell-based, luminescence, uHTS (AID 1778). KOR beta-arrestin recruitment, luminescence, antagonist mode; higher % means a stronger effect. 290,000 tested, 0.091% active. Kappa-type opioid receptor (Homo sapiens). one-dose inhibition, % at 10 µM; IC50 in µM for titrated hits; in the data active = inhibition above about 50%; also: strong numbers were not always called active
Dengue-2 NS5 capping pilot replicate – also measured in Dengue-2 NS5 capping; calls as there; inhibition, %; measured here: pilot screen replicate inhibition
Starred values were filed as active, the others as inactive; / = not tested or not shown; [ ] = dose if it differs, or a comment. A portion of the library; the hit share may differ from the screen's.

SMILES	West Nile antiviral	KOR beta-arrestin-1	NOD1 inhibition	GPR55 beta-arrestin	GPR55 LPI antagonism	GPR35 arrestin U2OS	HIV peptide binding	Dengue-2 NS5 capping	KOR beta-arrestin-2	others
Cc1ccc(C(=O)O)cc1S(=O)(=O)N1CCC(C(=O)O)CC1	0.1%	0.1%	-22%	0.0%	5%	18%	2.4%	-6%	15%
CCCCCOc1ccc(NC2=CC(=O)CCC2)cc1	-2.2%	3.9%	2%	-0.1%	-8%	-1%	0.6%	-1%	-5%
CCOc1ccccc1-c1nc(CN(Cc2cnn(C)c2)C(C)C)c(C)o1	-0.3%	/	-32%	-0.1%	19%	-2%	0.3%	-4%	0%[20 µM]
COc1cccc(CNc2ccc(C(=O)O)cc2)c1OCc1ccccc1	0.6%	0.8%	-10%	-0.3%	-3%	4%	1.3%	-5%	-46%
CCOc1ccc(C(C)NC(=O)C2CCCC2)cc1 (centres undefined)	-0.3%	-2.3%	-20%	-0.2%	3%	9%	-1.8%	-6%	6%
CCc1nc2cc(Cl)c(Cl)cc2[nH]1	-1.0%	3.8%	8%	0.1%	-10%	5%	-1.7%	-5%	-24%
O=C(COC(=O)C1CCCC1)NCc1ccc(Cl)cc1	-0.6%	-3.7%	-44%	0.0%	-5%	-11%	-0.2%	-8%	6%
CCN1/C(=C/C(=S)Nc2ccccc2)Sc2ccccc21	-0.2%	3.1%	-8%	-0.1%	0%	-2%	-2.3%	-2%	22%
CC(C)C(=O)Nc1nc2ccc(S(C)(=O)=O)cc2s1	0.3%	/	-28%	-0.1%	4%	0%	1.2%	1%	23%[20 µM]
CN(c1ccccc1)S(=O)(=O)c1nnc(NC(=O)COc2ccccc2F)s1	-0.2%	2.8%	0%	0.0%	16%	16%	3.7%	1%	-4%
COc1ccc(C(=O)Nn2c(SCC(=O)c3ccccc3)nc3ccccc3c2=O)cc1	/	0.7%	44%	0.1%	14%	-5%	20%	-5%	18%
NS(=O)(=O)c1cccc(NC(=S)NC(=O)c2cccc([N+](=O)[O-])c2)c1	0.3%	-3.4%	-16%	-0.1%	6%	-17%	-1.6%	-1%	-15%[20 µM]
CC(NC(=O)c1ccccc1Cl)C(=O)O (centres undefined)	0.3%	-2.6%	-8%	-0.2%	13%	8%	0.4%	1%	-18%
COCCn1c(-c2ccccc2Cl)nc2c(c(=O)c3ccccc3n2C)c1=O	-1.1%	5.5%	-27%	0.4%	4%	-8%	-1.3%	-6%	-8%
Cn1c(SCC(=O)N2CCOCC2)nnc1-c1cccc(NC(=O)c2ccccc2F)c1	0.1%	2.4%	4%	0.4%	-5%	5%	-2.8%	-4%	4%
O=C(CSc1nnc(COc2ccc(Cl)cc2)o1)N1CCCC1	0.0%	-2.2%	-22%	-0.1%	11%	-6%	-0.6%	-2%	4%
O=C(c1cccc(F)c1)N1CCN(Cc2cccc(Br)c2)CC1	-1.5%	1.6%	24%	-0.3%	10%	-15%	-2.1%	0%	12%[20 µM]
Nc1cc(=O)[nH]c(SC/C=C/c2ccccc2)n1	-0.4%	4.2%	1%	-0.1%	-22%	-9%	0.7%	7%	-20%
COc1ccc2[nH]c3c(=O)n(CCCCC(=O)NCCC(C)C)c(=S)[nH]c3c2c1	1.5%	0.5%	-36%	0.0%	0%	-2%	-0.7%	-4%	-9%
Nc1cccc(C(=O)Nc2ccc(N)cc2Cl)c1	0.0%	1.6%	3%	-0.2%	-11%	-3%	-0.7%	-3%	-40%
CCN1C(=O)c2ccc(C(=O)NCc3ccccc3)cc2C1=O	0.4%	-0.4%	-17%	0.4%	-6%	3%	0.1%	2%	-18%
COc1ccc(-c2nc3n(c(=O)c2C#N)CCCS3)cc1	-0.1%	-1.3%	6%	-0.1%	-8%	18%	-1.0%	0%	-28%
Cc1ncccc1C(=O)N1CCCC(CNC(=O)C2(c3ccc(Cl)cc3)CC2)C1 (centres undefined)	0.1%	-1.4%	-53%	-0.1%	5%	7%	0.4%	-4%	-12%
NC(=O)c1c(NC(=O)c2cc3ccccc3o2)sc2c1CCC2	-0.2%	-4.8%	-59%	1.6%	-8%	-5%	1.0%	0%	-9%
Cc1ccc2c(CC(=O)NNC(=O)c3ccccc3)coc2c1	-0.4%	-1.9%	0%	-0.3%	10%	8%	0.7%	-5%	4%
COc1ccc(-n2c3c(cc(C(=O)N4CCN(CCO)CC4)c2=O)C(=O)CC(C)(C)C3)cc1	-0.3%	2.0%	-1%	-0.1%	-17%	-4%	2.6%	1%	-40%
CC(=O)Nc1nnc(-c2c(-c3ccccc3Cl)noc2C)o1	2.7%	-1.0%	-18%	-0.1%	12%	0%	-0.7%	2%	-2%
CS(=O)(=O)N1CCN(c2cccc(Cl)n2)CC1	-0.1%	-3.7%	0%	-0.1%	1%	1%	0.2%	-14%	-10%
Clc1ccc(-c2cnc3n2CCCCC3)cc1	-1.3%	-4.4%	15%	0.5%	-14%	-11%	-2.0%	0%	12%
OCCC1CN(Cc2ccccc2-c2ccco2)CCN1C1CCCC1 (centres undefined)	-0.9%	0.7%	28%	-0.2%	11%	-11%	-1.7%	2%	-3%
COc1ccc(Cn2ccnc2SCC(=O)Nc2ccccc2)cc1	-0.1%	8.2%	-12%	-0.1%	-1%	5%	0.0%	-6%	0%
Nc1nc2c(F)cccc2s1	-0.1%	-5.1%	-26%	3.0%	-13%	-2%	-2.0%	-6%	6%
O=S(=O)(NC1CCCc2ccccc21)c1cnc[nH]1 (centres undefined)	0.0%	-1.5%	-15%	-0.1%	4%	3%	0.0%	-5%	-47%
CCCc1c(C(=O)NNc2ccc(C)cc2)cnn1-c1ccccc1	-1.2%	0.4%	-6%	-0.2%	2%	-15%	-2.6%	-4%	41%
CCc1noc(C)c1C(=O)Nc1nnc(C2CCCCC2)s1	0.0%	4.9%	-13%	-0.4%	-6%	-3%	1.4%	/	-35%
COc1ccc(S(=O)(=O)N2CCOCC2)cc1NC(=O)Cc1coc2cc(C)c(C)cc12	0.5%	-2.1%	-33%	-0.1%	11%	-2%	-0.3%	-10%	8%
Cc1c(NC(=O)C(C)OC(=O)c2cc(Cl)ccc2O)c(=O)n(-c2ccccc2)n1C (centres undefined)	0.1%	-4.3%	8%	0.6%	6%	8%	-1.9%	-4%	17%
COc1cc(-c2cc(N3C(=O)Nc4ccccc4N3O)n[nH]2)cc(OC)c1OC	0.7%	0.2%	-22%	-0.2%	7%	-6%	-1.4%	-3%	-6%
Cc1ccc2nc(-c3ccc4c(c3)OCCO4)cc(C(=O)O)c2c1	0.3%	-3.0%	-10%	0.2%	16%	11%	1.6%	1%	17%
COc1ccc(Cl)cc1NC(=O)CNc1ccc(F)cc1C	0.0%	-1.5%	-20%	0.8%	8%	-14%	1.1%	-1%	-11%
CC(Sc1nnnn1C)C(=O)Nc1ccccc1 (centres undefined)	-0.1%	-5.8%	-48%	0.6%	-18%	1%	-0.8%	0%	-6%
Cc1ccc2c(CSc3nc4ccccc4c(=O)n3CCCO)cc(=O)oc2c1C	-0.2%	2.9%	-31%	-0.1%	-26%	-6%	-1.1%	-3%	-34%
CCOC(=O)c1ccc(NC(=O)NCc2c(C)nn(CC)c2C)cc1	-0.7%	-0.4%	-16%	-0.2%	7%	-3%	1.1%	-2%	-11%
O=C1NC(c2ccccc2)=C(c2nc3ccccc3s2)C(c2ccc(F)cc2)N1 (centres undefined)	-1.0%	0.5%	34%	-0.1%	13%	-17%	-0.8%	0%	-22%	Dengue-2 NS5 capping pilot replicate=3.0
C/C(Cn1cnc([N+](=O)[O-])n1)=N\NC(=O)c1ccccc1	0.2%	-6.9%	-27%	-0.3%	10%	8%	1.5%	-6%	3%
N#CCSc1nnc(-c2ccc(F)cc2)n1N	0.5%	-1.5%	-11%	-0.4%	-4%	4%	-0.3%	2%	2%
CCC(CC)C(=O)Nc1cc(C(=O)OC)cc(C(=O)OC)c1	-0.4%	1.4%	-24%	-0.1%	-6%	-10%	-1.9%	-2%	-5%
COc1ccc(CCNC(=O)CCc2cn(C)c3ccccc23)c(OC)c1	-0.8%	0.7%	-6%	-0.1%	-11%	-5%	-0.7%	2%	-6%
Cc1ccccc1CC1(CO)CCCN(Cc2ccn[nH]2)C1 (centres undefined)	1.4%	-6.2%	-32%	-0.1%	5%	-10%	0.9%	/	9%
COc1ccc(N(C)S(=O)(=O)c2ccc3c(c2)CCN3C(=O)C2CC2)c(OC)c1	0.6%	4.5%	13%	0.0%	-6%	-2%	-0.8%	-11%	-14%
COc1ccc(C2=NS(=O)(=O)N(C)C(C(=O)Nc3ccc4c(c3)OCO4)=C2)cc1	-1.6%	-3.2%	-21%	0.3%	4%	8%	0.4%	-2%	-20%[20 µM]
Cc1ccsc1C1NC(=O)c2ccccc2N1 (centres undefined)	-0.1%	-0.6%	11%	0.2%	9%	-9%	-3.2%	1%	3%
O=C(OC(C(=O)NCc1cccs1)c1ccccc1F)c1ccco1 (centres undefined)	-0.5%	-1.4%	-33%	-0.4%	-1%	-16%	1.2%	-5%	-7%
Cc1cccc(NC(=O)c2ccc(COc3ccc(Cl)cc3Cl)o2)n1	-0.6%	-7.2%	22%	0.2%	-1%	6%	-1.5%	-6%	-40%
CCc1nc(N2CCN(C(=O)CCl)CC2)c2c3c(sc2n1)CC(C)CC3 (centres undefined)	-2.8%	-1.5%	/	9.9%	17%	2%	0.3%	-7%	-2%
Cc1nc(NCc2ccccc2)sc1C(=O)Nc1ccccc1	-0.1%	-5.8%	-34%	0.5%	12%	8%	2.3%	1%	14%
c1ccc(C2NCCn3cccc32)cc1 (centres undefined)	0.2%	-2.1%	-15%	-0.1%	7%	1%	0.0%	-1%	-36%

Among those listed so far, 2 have a nitro group on carbon.
SMILES	West Nile antiviral	KOR beta-arrestin-1	NOD1 inhibition	GPR55 beta-arrestin	GPR55 LPI antagonism	GPR35 arrestin U2OS	HIV peptide binding	Dengue-2 NS5 capping	KOR beta-arrestin-2	others
NS(=O)(=O)c1cccc(NC(=S)NC(=O)c2cccc([N+](=O)[O-])c2)c1	0.3%	-3.4%	-16%	-0.1%	6%	-17%	-1.6%	-1%	-15%[20 µM]
C/C(Cn1cnc([N+](=O)[O-])n1)=N\NC(=O)c1ccccc1	0.2%	-6.9%	-27%	-0.3%	10%	8%	1.5%	-6%	3%

Compound activity: PubChem BioAssay, several laboratories
